# Source: PubChem BioAssay
# 3T3 cytotox = Cytotoxic Profiling in NIH 3T3 Cell Line of Diverse Libraries Using Quantitative High-Throughput Screening | 94,000 compounds, 4.3% hits | NIH 3T3 viability, CellTiter-Glo ATP luminescence, 48-72 h | Potency, µM (series often up to 96.7 µM), without a hit: at the top dose activity change, negative = cytotoxicity, hits mostly inhibitors | AID 1345082, 2018; note: potency is the fitted concentration of half-maximal effect; nearly all actives have a fitted effect of over 55% in size
#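 NIH 3T3 cells at 400 cells/well received 23 nL of compound by pintool and were incubated 48 or 72 h at 37 °C. Viability was read as ATP-coupled CellTiter-Glo luminescence.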
# SNCA viab count = GF-AFC viability counterscreen for inhibitors of alpha-synuclein gene (SNCA) expression; HEK-293-SNCA-luc viability, GF-AFC fluorescence, 24 h; Potency, µM (highest dose often 57.1 µM), for inactives: top-dose activity change, negative = cytotoxicity, most hits filed as cytotoxic; 150,000 compounds, 0.12% hits; AID 1671193, 2021;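 note: potency is the fitted concentration of half-maximal effect; 0% = DMSO-treated cells and -100% = medium-only wells without cells; nearly all actives have a fitted effect of over 30% in size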
#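 HEK-293-SNCA-luc cells (1500/well) plated 24 h, then exposed 24 h to a dilution series; GF-AFC added 30 min at 37C, fluorescence 405/540 nm; normalised to medium-only and DMSO wells, Hill fit.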
# GPT2 inh = Primary qHTS assay for inhibitors of Glutamate pyruvate transaminase 2 (GPT2). Recombinant GPT2, coupled pyruvate oxidase/HRP Amplex Red fluorescence. Potency, µM (doses to about 57.7 µM), without a hit: top-dose activity change, negative = inhibition, most hits filed as inhibitors. 100,000 compounds, 0.25% hits. AID 1671188, 2021; note: potency is the fitted concentration of half-maximal effect; nearly all actives have a fitted effect of over 60% in size; many of its hits are not listed in these tables
#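 Fluorescence read-out: pyruvate from GPT2 turnover coupled to pyruvate oxidase, HRP and Amplex Red (0.2mM ThPP, 0.2U/mL PO and HRP, 50uM Amplex final). Substrates 250uM a-KG, 2mM L-alanine; enzyme 10ng/uL; 30 min RT.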
# Luciferase inh = Firefly luciferase inhibition profiling of diverse chemical library using quantitative high-throughput screening. Potency, µM (top dose mostly 115 µM), for the others: at the highest dose activity change, negative = inhibition, hits mostly inhibitors. Luciferin 4-monooxygenase (Photinus pyralis), P08659. purified P. pyralis luciferase, luminescence, biochemical. 76,000 compounds, 2.5% hits; note: potency is the fitted concentration of half-maximal effect; nearly all actives have a fitted effect of over 65% in size
# Target sequence (P08659 whole entry, looked up): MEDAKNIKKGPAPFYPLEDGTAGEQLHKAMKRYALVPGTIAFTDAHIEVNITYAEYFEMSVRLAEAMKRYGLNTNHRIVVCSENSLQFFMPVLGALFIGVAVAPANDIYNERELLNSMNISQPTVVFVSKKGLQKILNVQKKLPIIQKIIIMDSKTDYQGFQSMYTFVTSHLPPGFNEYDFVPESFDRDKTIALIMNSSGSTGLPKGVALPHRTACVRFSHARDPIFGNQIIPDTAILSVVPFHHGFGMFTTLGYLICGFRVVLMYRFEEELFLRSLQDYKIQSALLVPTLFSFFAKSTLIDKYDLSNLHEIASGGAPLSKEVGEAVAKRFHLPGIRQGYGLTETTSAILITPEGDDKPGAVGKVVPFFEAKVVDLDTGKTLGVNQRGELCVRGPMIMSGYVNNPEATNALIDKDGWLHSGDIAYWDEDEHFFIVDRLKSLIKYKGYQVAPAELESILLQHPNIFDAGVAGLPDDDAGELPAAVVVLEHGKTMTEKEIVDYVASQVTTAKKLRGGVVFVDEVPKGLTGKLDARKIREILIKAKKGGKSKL
#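 Inhibitors were tested against purified firefly luciferase in a biochemical, low-substrate format (both substrates at 10uM) and luminescence measured with a CCD imager.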
# SNCA expr inh = Primary qHTS assay for inhibitors of alpha-synuclein gene (SNCA) expression. HEK-293 SNCA-luciferase knock-in, luminescence, 24 h. AID 1671194, 2021. 140,000 compounds, 0.17% hits. Potency, µM (doses to about 57.2 µM), for inactives: at the top dose activity change, negative = inhibition, usual class: inhibitors;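 note: potency is the fitted concentration of half-maximal effect; plate controls were DMSO cells for no effect and cell-free wells for full effect; nearly all actives have a fitted effect of over 45% in size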
# HEK293 tox = Cytotoxic Profiling in HEK 293 Cell Line of Diverse Libraries Using Quantitative High-Throughput Screening. HEK 293 viability, ATP luminescence (CellTiter-Glo), 48-72 h. Potency, µM (titrated, usually from 115 µM), for the others: top-dose activity change, negative = cytotoxicity, most hits filed as inhibitors. 94,000 compounds, 6.6% hits. AID 1345083, 2018; note: potency is the fitted concentration of half-maximal effect; nearly all actives have a fitted effect of over 60% in size
#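 CellTiter-Glo luminescence (cellular ATP) was read after 48 or 72 hr of compound exposure at 37 degree Celsius. Cells were HEK 293 plated at 250 cells/well.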
# IP6K1 inhibitor = Primary qHTS assay for small molecule inhibitors of Inositol hexaphosphate kinase 1 (IP6K1); Inositol hexakisphosphate kinase 1 (Homo sapiens), Q92551; IP6K1 kinase, ADP-Glo luminescence, 2 h; active compounds read low; activity change, % (series mostly up to about 58 µM); 140,000 compounds, 0.81% hits; in the data active = activity change below about -25%
# Target sequence (Q92551 whole entry, looked up): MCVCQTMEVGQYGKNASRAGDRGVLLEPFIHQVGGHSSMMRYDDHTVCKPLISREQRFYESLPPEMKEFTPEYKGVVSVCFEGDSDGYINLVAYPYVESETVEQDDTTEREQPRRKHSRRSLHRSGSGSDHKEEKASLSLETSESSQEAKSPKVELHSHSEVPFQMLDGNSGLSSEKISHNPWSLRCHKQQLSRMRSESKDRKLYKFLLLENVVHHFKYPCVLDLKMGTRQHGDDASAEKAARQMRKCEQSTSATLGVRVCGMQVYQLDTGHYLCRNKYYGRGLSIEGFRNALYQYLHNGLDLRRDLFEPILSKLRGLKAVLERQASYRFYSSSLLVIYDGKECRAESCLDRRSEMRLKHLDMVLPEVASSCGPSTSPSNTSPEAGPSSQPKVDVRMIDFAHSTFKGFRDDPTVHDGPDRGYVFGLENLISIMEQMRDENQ
#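 ADP-Glo luminescence measures ADP made by human IP6K1 during a 2 h RT reaction with ATP/IP6 (mix at 1.3 mM/130 uM); top library doses 57.5 and 19.1 uM final.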
# * hit, by the source's call; i = inactive; ? = inconclusive; · = not tested or not shown; & = joins results of further samples; [ ] = another dose, or the depositor's remark. Unless noted, calls come from the whole dose curve; as a rule, active = well fitted curve in the direction sought with a large enough effect; inconclusive = small, poorly fitted or top-dose-only effect, or another doubt; inactive = no such curve, though single readings can be large; an effect the other way counts as inactive or inconclusive. Unless noted, % is set by controls: 0 for no effect and ±100 for the full control effect.
SMILES,3T3 cytotox,SNCA viab count,GPT2 inh,Luciferase inh,SNCA expr inh,HEK293 tox,IP6K1 inhibitor
CC(=O)NCC(=O)N1Cc2ccccc2CC2(CCN(CC3CCCC3)C2)C1 (configuration not stated),-7%,0%,i,·,1%,1%,-11
CC(=O)c1cccc(N2C(=O)[C@@H]3[C@@H](CCN3C(=O)C(C)(C)C)N(Cc3cccc(F)c3)C2=O)c1,?,-4%,?,-5%,-2%,i,-5
Cc1ccc(-n2nc(CO)c(C(=O)NCCCc3ccccc3)n2)cc1C,·,7%,·,·,11%,·,23
Cc1ccc(CNC(=O)CCCN2C(=O)CCn3nc(-c4cccn4C)cc32)cc1,·,14%,·,·,16%,·,-2
COc1ccc(-c2noc(-c3ccc(C)cc3Cl)n2)cc1OC,·,-2%,·,·,90%[activator],·,-16
COc1ccc(C(=O)N2CCC3(CC2)CC(O)CCO3)cc1 (configuration not stated),3%,0%[12.5 µM],i,-3%,-20%,0%,-15
CC(=O)N1CCc2cc(S(=O)(=O)NC(Cc3ccccc3)C(=O)Nc3ccc(C)cc3C)ccc21 (configuration not stated),·,?,·,·,-20%,·,24
O=C1COc2ccc(OCc3cncs3)nc2CN1Cc1ccccc1,?,-10%[87.6 µM],-7%[88.5 µM],-5%[172 µM],-24%[87.6 µM],?,-12
CCN1c2cc(C(=O)NCc3nc4ccccc4n3C)ccc2C(=O)N2CCCCCC21 (configuration not stated),-29%,17%[12.5 µM],i,-7%,-17%,?,-11
Cc1ccc(-c2cccc(CN3CCCC(N[S+](=O)([O-])c4c(C)noc4C)C3)c2)cc1Cl (configuration not stated),16µM*,-15%,-8%,·,?,13µM*,-13
COc1ccc(CC(=O)N2CCc3nc(C(C)C)nc(-c4ccc(OC)cc4)c3CC2)cc1,?,?,-14%,6%,?,?,4
CC(C)CNC(=O)C1CCN(C(=O)c2ncn3c2COC(c2ccc(F)cc2)C3)CC1 (configuration not stated),i,-1%,1%,?,-26%,7%,1
O=C(CC1CCCCC1)N1CCC2(CC1)NC(=O)N(c1cccc(F)c1)N2,?,-5%,?,0%,-6%,?,-11
O=C(NCc1ccc2c(c1)CCCO2)c1ccc(C2CCNC2)cc1 (configuration not stated),-37%,-5%,?,-7%,7%,-28%,16
COc1ccc(-c2nc3scc(CCNS(=O)(=O)c4ccc(Oc5ccccc5)cc4)n3n2)cc1OC,·,-27%,·,·,7%,·,-15
CCCCOc1cccc(C2c3c(-c4cc(C)ccc4O)n[nH]c3C(=O)N2CCOC)c1 (configuration not stated),·,-23%,·,·,?,·,-7
CC(C)N(C)Cc1nnnn1CC(=O)NCc1ccc2nonc2c1,-2%,10%,-21%,12%,-26%,-34%,4
CCCn1c(=O)sc2cc(NC(=O)c3ccccc3Cl)ccc21,·,-11%,·,·,36%[activator],·,18
CN(CC(=O)N1CCC(CCOc2ccc(F)cc2)C1)S(=O)(=O)c1cccs1 (configuration not stated),?,-19%,?,0%,-22%,50µM*,5
COc1cc(OC)c(NC(=O)N2CCc3c([nH]c4ccccc34)C2c2ccccc2F)cc1Cl (configuration not stated),·,4%,·,·,?,·,7
COc1ccc(NC(=O)c2cc(C3CC3)nc3c2c(C)nn3-c2ccccc2)cc1OC,·,-5%,·,·,-15%,·,21
COCCOC1CCN(C(=O)c2ccc3oc(-c4cccc(F)c4)nc3c2)CC1,-8%,6%,?,-7%,4%,1%,8
CCc1ccc(-c2cc3n(n2)CCCN(C(=O)CCc2cc(Cl)no2)C3)cc1,?,-11%,?,·,141%[activator],?,11
O=C(NCc1cccs1)C1CCc2nc(N3CCN(C(=O)C4CCC4)CC3)sc2C1 (configuration not stated),-14%,-18%,i,4%,13%,-18%,18
COc1cc2nc(N3CCCN(C)CC3)nc(NC3CCN(Cc4ccccc4)CC3)c2cc1OC,·,?,1%&4%,·,?,·,·
CO[C@H]1CN(C(C)C)[C@H]1C1CCN(C(=O)NCCc2ccccc2)CC1,-9%,-15%,4%,·,-12%,2%,26
CC1=CC(=O)CC(C)(C)C1/C=C/C(C)O[C@@H]1O[C@H](CO)[C@@H](O)[C@H](O)[C@H]1O[C@@H]1OC[C@](O)(CO)[C@H]1O (some centres not stated),·,-12%[23.9 µM],i,·,·,·,14
COC(=O)Cc1c(C)c2ccc3c(c2oc1=O)CN(Cc1ccccc1OC)CO3,·,?,·,·,-6%,·,8
CCOc1ccccc1-c1nc(-c2nnn3c2COC(c2ccccc2Cl)C3)no1 (configuration not stated),-9%,2%,3%,-10%,24%,-3%,2
CC(NC(=O)c1ccc2c(c1)N(Cc1ccc(Cl)cc1)C(=O)CS2)c1ccccc1 (configuration not stated),·,3%,·,·,21%,·,-5
COc1cc(OC)cc(C(=O)N2CCC(n3cc(-c4nc(-c5ccccc5)no4)nn3)C2)c1 (configuration not stated),?,-27%,i,?,-15%,?,-15
COc1cc(Nc2nc3ccccc3nc2NS(=O)(=O)c2ccc(NC(=O)c3ccc(C)c(OC)c3)cc2)cc(OC)c1,·,-11%&-5%,i,·,9%,·,-6
COc1cccc(N2CCN(C(=O)CN3C(=O)COc4ccc(S(=O)(=O)N5CCC(C)CC5)cc43)CC2)c1,·,-25%,·,·,5%,·,-18
Cc1ccc(NC(=O)c2oc3ccccc3c2NC(=O)Cc2ccccc2)cc1,·,-1%,·,·,19%,·,-1
COCc1nc(C2CCCN(C(=O)c3sccc3C)C2)no1 (configuration not stated),i,8%[12.5 µM],-13%,-7%,-7%,-1%,-5
Cn1ccc2c(C(=O)NCCc3cnc[nH]3)nc(-c3ccc(N4CCOCC4)cc3)cc21,?,2%[87.6 µM],-11%[88.5 µM],1µM*,34%[activator][87.6 µM],?,2
O=C(NCC12CCC=C1N(CC1CC1)C(=O)CC2)Nc1cccc(F)c1 (configuration not stated),-17%,-3%,1%,7%,4%,-16%,-4
COc1ccccc1-c1onc(C)c1C(=O)NCc1ccccc1C,-39%,13%,1%,-8%,-1%,?,32
Cc1ccc(C2NC(=O)N(CC(=O)Nc3ccccc3F)C3=C2C(=O)OC3)cc1 (configuration not stated),-27%,-1%,i,-6%,1%,?,-6
Cc1ccccc1C(=O)N1CCCN(c2cc(-c3ccc(F)cc3)[nH]n2)CC1,-22%,-2%,-26%,-6%,-10%,?,12

# Results in IP6K1 inhibitor and GPT2 inh, for some of the entries so far:
canonical_smiles	IP6K1 inhibitor	GPT2 inh
COc1cc(OC)cc(C(=O)N2CCC(n3cc(-c4nc(-c5ccccc5)no4)nn3)C2)c1 (configuration not stated)	-15	i
COc1cc(Nc2nc3ccccc3nc2NS(=O)(=O)c2ccc(NC(=O)c3ccc(C)c(OC)c3)cc2)cc(OC)c1	-6	i

# Remaining list, next part
SMILES,3T3 cytotox,SNCA viab count,GPT2 inh,Luciferase inh,SNCA expr inh,HEK293 tox,IP6K1 inhibitor
Cc1ccc(C(=O)N2CCC(N3CCCC3=O)CC2)cc1,3%[138 µM],1%[87.6 µM],i,·,2%[87.6 µM],i,-9
Cc1ncc2c(c1CNC(=O)c1cccc(N3CCOCC3)c1)CCNC2,1%,-6%,-20%,7%,-4%,-4%,2
O=C(C[C@@H]1CCNC[C@@H]1Cc1cc(COc2ccccc2)on1)NCc1cccnc1,-16%[174 µM],6%[87.6 µM],-3%[88.5 µM],-12%[172 µM],13%[87.6 µM],-15%[172 µM],2
O=Cc1cccc(-c2ccc(C(=O)O)o2)c1,i,4%[87.6 µM],0%[88.5 µM],·,27%[87.6 µM],i,-20
CC(=O)C1=C(c2ccc(C)c(C)c2)N(C(C)=O)n2c(nnc2-c2ccc(Cl)cc2)S1,·,6%,·,·,-14%,·,-9
Cc1cc2oc3c(c(=O)c2cc1C)C(c1ccc(C(C)C)cc1)N(c1nc(C)c(C)s1)C3=O (configuration not stated),·,-5%,·,·,-14%,·,-12
CCCN(CC1CCOC1)S(=O)(=O)Cc1ccccc1 (configuration not stated),?,2%,0%,-2%,?,-5%,4
O=C1Cc2c(-c3ccccc3Oc3ccccc3)n[nH]c2CN1Cc1ccccc1F,?,-11%[87.6 µM],-20%[88.5 µM],4%[172 µM],-18%[87.6 µM],?,8
O=C(CSc1ccccn1)NCc1cccnc1N1CCOCC1,?,21%,i,-14%,4%,1%,8
CCNC(=O)N1CCc2nc(N3CCN(CC)CC3)sc2C1,-26%,5%,i,-3%,-10%,-19%,6

# Compound profiles (already shown). Values in the order: 3T3 cytotox | SNCA viab count | GPT2 inh | Luciferase inh | SNCA expr inh | HEK293 tox | IP6K1 inhibitor
# Record of `CC(=O)C1=C(c2ccc(C)c(C)c2)N(C(C)=O)n2c(nnc2-c2ccc(Cl)cc2)S1` → · | 6% | · | · | -14% | · | -9
# Record of `Cc1ccc(C(=O)N2CCC(N3CCCC3=O)CC2)cc1` → 3%[138 µM] | 1%[87.6 µM] | i | · | 2%[87.6 µM] | i | -9
# Record of `CCCN(CC1CCOC1)S(=O)(=O)Cc1ccccc1` (configuration not stated) → ? | 2% | 0% | -2% | ? | -5% | 4

# Next part.
SMILES,3T3 cytotox,SNCA viab count,GPT2 inh,Luciferase inh,SNCA expr inh,HEK293 tox,IP6K1 inhibitor
COCCN1CC(C(=O)N(C)Cc2cnn(-c3ccccc3C)c2)CCC1=O (configuration not stated),-20%,4%,-4%,11%,-1%,-23%,9
NC(=O)CN1C(=O)[C@@H]2CN(C(=O)c3cccs3)CCN2C1=O,i,7%[87.6 µM],-5%[88.5 µM],-3%[172 µM],3%[87.6 µM],i,9
Cc1cccc(OCC(=O)NC2CCc3nn(CC4CC4)c(=O)n3CC2)c1 (configuration not stated),-16%,4%,i,-4%,-12%,-3%,-7
CC/C=C/CC(=O)N1CCC2(CCN(Cc3cccnc3)CC2)C(CO)C1 (configuration not stated),3%,12%,-2%,0%,-18%,-14%,2
C=CCc1ccc(O[C@@H]2O[C@H](CO[C@@H]3O[C@@H](C)[C@H](O)[C@@H](O)[C@H]3O)[C@@H](O)[C@H](O)[C@H]2O)cc1,·,-2%[23.9 µM],i,·,·,·,-8
COc1ccc(OC2CN(C(=O)c3ccccn3)C2)cc1,-6%[138 µM],10%[87.6 µM],5%[88.5 µM],·,117%[activator][87.6 µM],-3%[172 µM],-6
COCCNC(=O)c1cc(C2CC2)nc2c1c(C1CCCN1)nn2-c1ccccc1 (configuration not stated),?,2%,-2%,·,203%[activator],79µM*,9
